Screening data from PubChem BioAssay.
Tb PYK inh = T. brucei pyruvate kinase inhibition. Q57TT1. TbPYK enzyme, Kinase-Glo Plus ATP luminescence, 45 min. Potency, µM (series often up to 76.8 µM), for inactives: top-dose activity, negative = inhibition, usual class: inhibitors. 410,000 compounds, 0.12% hits; also: potency is read from the fitted curve at half-maximal effect; nearly all actives have a fitted effect of over 50% in size
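Quantitative HTS: titrated library compounds versus trypanosomal pyruvate kinase in TEA buffer (pH 7.2) containing KCl, MgCl2, BSA and Tween-20. Reactions were initiated with ADP, 130 uM final. Kinase-Glo Plus luminescence was read after 45 min at RT.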
AmpC no deterg = inhibitors of E. coli AmpC beta-lactamase without detergent | P00811 | Potency, µM (top dose mostly 57.1 µM), inactives show at the top dose activity change, negative = inhibition, usual class: inhibitors | AmpC nitrocefin hydrolysis, absorbance 480 nm, 0.0001% Triton | 330,000 compounds, 0.52% hits;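 also: potency is read from the fitted curve at half-maximal effect; plate controls were no compound for no effect and no enzyme for full effect; nearly all actives have a fitted effect of over 20% in size; some results filed as inactive show a strong effect at the top dose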
Target sequence (P00811 whole entry, looked up): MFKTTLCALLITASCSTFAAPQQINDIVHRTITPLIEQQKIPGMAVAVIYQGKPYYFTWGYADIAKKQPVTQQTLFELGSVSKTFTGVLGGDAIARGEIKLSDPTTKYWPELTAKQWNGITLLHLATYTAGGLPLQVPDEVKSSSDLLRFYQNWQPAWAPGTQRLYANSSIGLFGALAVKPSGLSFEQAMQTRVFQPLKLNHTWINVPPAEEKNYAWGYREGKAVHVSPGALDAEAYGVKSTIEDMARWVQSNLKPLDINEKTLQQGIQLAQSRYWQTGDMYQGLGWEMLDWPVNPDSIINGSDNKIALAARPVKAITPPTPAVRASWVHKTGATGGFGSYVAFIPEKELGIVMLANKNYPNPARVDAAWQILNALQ
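20 mM phosphate pH 7.0 + 0.01% (detergent screen) or 0.0001% Triton X-100; 5.3 nM AmpC reagent; cpd preinc 15 min RT; nitrocefin (800 uM stock) to start; A480 q20 s × 4 min; Activity was normalised to no-enzyme and no-compound control wells.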
LmPK inhibitor = LmPK (Leishmania mexicana) enzyme inhibition; purified LmPK, Kinase-Glo ATP luminescence, 1 h; Potency, µM (highest dose often 57.5 µM), for inactives: at the top dose activity change, negative = inhibition, most hits filed as inhibitors; 290,000 compounds, 0.37% hits; also: potency is read from the fitted curve at half-maximal effect
Target sequence (Q27686 whole entry, looked up): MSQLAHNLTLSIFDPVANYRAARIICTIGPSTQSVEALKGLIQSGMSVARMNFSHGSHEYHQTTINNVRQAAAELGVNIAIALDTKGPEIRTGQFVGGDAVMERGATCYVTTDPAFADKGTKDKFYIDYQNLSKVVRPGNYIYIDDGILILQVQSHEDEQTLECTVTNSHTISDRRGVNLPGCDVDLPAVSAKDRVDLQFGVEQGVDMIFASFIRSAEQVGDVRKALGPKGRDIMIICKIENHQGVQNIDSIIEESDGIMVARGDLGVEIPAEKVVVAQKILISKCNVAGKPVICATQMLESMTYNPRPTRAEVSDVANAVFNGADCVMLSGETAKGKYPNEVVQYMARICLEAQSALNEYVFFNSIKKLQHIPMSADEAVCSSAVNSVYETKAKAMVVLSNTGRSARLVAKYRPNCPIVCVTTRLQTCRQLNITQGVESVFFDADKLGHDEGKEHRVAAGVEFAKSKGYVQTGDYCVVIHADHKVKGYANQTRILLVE
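Purified LmPK (0.1 nM) converted ADP (0.1 mM) to ATP with PEP (0.5 mM) in imidazole buffer pH 7.2 with KCl and MgCl2, 1 h at room temperature. ATP was read by Kinase-Glo luminescence; data normalized to uninhibited and no-enzyme controls.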
AMA1-RON2 inh = inhibitors of Plasmodium falciparum AMA1-RON2 interaction. AID 720542. 360,000 compounds, 0.2% hits. AlphaScreen AMA1-biotinylated RON2 peptide binding. Potency, µM (top dose mostly 58.2 µM), without a hit: at the top dose activity change, negative = inhibition, most hits filed as inhibitors;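 also: potency is read from the fitted curve at half-maximal effect; 0% = vehicle wells and -100% = peptide control; nearly all actives have a fitted effect of over 45% in size; some results filed as inactive show a strong effect at the top dose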
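AMA1 (3D7) with his tag at 25 nM final met compounds first, then biotinylated RON2 peptide at 25 nM; detection used donor plus acceptor beads, 10 µg/mL apiece, read by AlphaScreen after 30 min at room temperature.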
AmpC detergent = AmpC beta-lactamase inhibition with detergent present; AID 485294; 370,000 compounds, 0.041% hits; Potency, µM (highest dose often 114 µM), for inactives: at the top dose activity change, negative = inhibition, usual class: inhibitors; P00811; AmpC hydrolysis of nitrocefin, absorbance 480 nm, 0.01% Triton;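 also: potency is read from the fitted curve at half-maximal effect; 0% = no-compound wells and -100% = no-enzyme wells; nearly all actives have a fitted effect of over 25% in size; some results filed as inactive show a strong effect at the top dose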
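20 mM phosphate pH 7.0 + 0.01% (detergent screen) or 0.0001% Triton X-100; 5.3 nM AmpC reagent; cpd preinc 15 min RT; nitrocefin (800 uM stock) to start; A480 q20 s × 4 min; Activity was normalised to no-enzyme and no-compound control wells.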
HCMV inh = blocks human cytomegalovirus replication. HFF cells, HCMV-luciferase reporter, 72 h; stronger effect = lower value. activity change, negative = inhibition, % at 57.5 µM. 410,000 compounds, 4.5% hits. AID 1259415; in the data active = activity change below about -60%; inconclusive = no clear call, values can overlap the other calls; inactive = above about -39%
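Screen run at 2 compound doses on HFFs infected with reporter HCMV, MOI 1 PFU/cell. Luciferase activity from cell lysates at 72 h post infection gave inhibition relative to buffer-only and Salinomycin wells.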
Sm TGR inh = blocks Schistosoma mansoni thioredoxin glutathione reductase | Potency, µM (top dose mostly 114 µM), for inactives: top-dose activity change, negative = inhibition, most hits filed as inhibitors | 360,000 compounds, 3% hits | purified TGR, DTNB reduction, TNB absorbance 405 nm | Q962Y6 | AID 485364; also: potency is read from the fitted curve at half-maximal effect; nearly all actives have a fitted effect of over 60% in size
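Kinetic colorimetric format: TGR-catalysed, NADPH-driven DTNB reduction monitored via TNB absorbance. Enzyme dispensed at 20 nM; compound exposure 15 min at room temperature before reaction start.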
* marks the source's active call; other numbers are inactive results; ? = inconclusive; . = no result given; & = joins results of further samples; [ ] = another dose, or the depositor's remark. Unless noted, calls follow the shape of the dose curve; as a rule, active = well fitted curve in the direction sought with a large enough effect; inconclusive = small, poorly fitted or top-dose-only effect, or another doubt; inactive = no such curve, though single readings can be large; an effect the other way counts as inactive or inconclusive. Unless noted, % is scaled to controls: 0 for no effect and ±100 for the full control effect.

SMILES | Tb PYK inh | AmpC no deterg | LmPK inhibitor | AMA1-RON2 inh | AmpC detergent | HCMV inh | Sm TGR inh
CN(CC(=O)Nc1cccc(F)c1)C(=O)c1sccc1-c1ccccc1 | 2% | -6% | . | 27% | 3% | -20 | -2%
O=C1CCC(C(=O)O)N1 (stereo not drawn) | -4% | -26% | -8% | 5% | ? | -12 | 1%
CCOc1ccc(C(=O)OCC(=O)NC2CCCCCCC2)cc1 | -5% | -4% | . | 14% | -7% | 10 | 0%
CN(CC(=O)Nc1cccc(F)c1)C(=O)c1ccc(-c2cccc(C(F)(F)F)c2)o1 | -6% | 64%[activator] | . | -16% | 3% | -22 | -14%
Cc1ccc(NC(=O)C2CC(=O)N/C(=N/NC(=O)c3ccc(C)cc3)S2)cc1 (stereo not drawn) | -18% | -16% | -1% | 13%[2.32 µM] | -5% | 10 | -22%
COc1cccc(N2C(=O)C3CCCN3C2c2cccs2)c1 (stereo not drawn) | -6% | -16% | 0% | -8% | 1% | 0 | 0%
COc1ccccc1OCC(=O)NCc1ccco1 | 3% | -16% | 0% | 1% | -5% | -1 | -20%
CCCCNC(=O)C(NC(=O)c1cccc(C(F)(F)F)c1)C(=O)c1ccccc1 (stereo not drawn) | 1% | . | . | 14% | . | -9 | .
O=C(CSc1nc(-c2ccccc2)cc(=O)[nH]1)Nc1ccc(F)c(F)c1 | 1% | -11% | -5% | 2% | 2% | 2 | 18%
Cc1cc(C)cc(NC(=S)N2CCN(c3ccc(F)cc3)CC2)c1 | -1% | -14% | 1% | 4% | 8% | ? | 5%
Cc1ccc(C)c(NC(=S)N2CCN(CCO)CC2)c1 | 2% | -13% | 1% | -19% | 1% | -11 | 4%
COc1ccc(-c2noc(CNC(=O)c3ccoc3C)n2)cc1 | 0% | -29% | -8% | 17% | 3% | -1 | 1%
CCNC(=O)NC(=O)CN(C)c1ccccc1 | 4% | -11% | -4% | 5% | -3% | -24 | -4%
CSc1cc(C)c(OCC(=O)Nc2c(C)nn(C)c2C)c(C)c1 | 7% | 4% | -12% | 12% | -8% | -19 | 0%
CCOc1ccccc1/C=C(\C#N)C(=O)NC1CC1 | -2% | . | . | -10% | . | -35 | .
Cc1cc(C)c(C)c(OCC(=O)Nc2ccc(S(=O)(=O)Nc3nc(C)cc(C)n3)cc2)c1 | 2% | . | . | . | -6% | 19 | -7%
COc1ccc(-n2ncc3c2CC(C)(C)CC3NC(=O)CCCN2CCCC2=O)cc1 (stereo not drawn) | 0% | 95%[activator] | -8% | 2% | -2% | 0 | -1%
O=C(Nc1ccc(Br)cn1)c1ccc(Cl)s1 | 1% | -37% | -3% | 3% | 5% | 74 | -1%
COc1ccc(-c2sc3ccc(OC)cc3c2-c2ccc(OCCN3CCOCC3)cc2)cc1 | -3% | 61%[activator] | . | ? | . | . | .
C#CCn1c(=NC(=O)c2cc(-c3cccs3)nc3ccccc23)sc2cc(S(N)(=O)=O)ccc21 | 1% | -35% | 3% | -1% | -4% | 5 | -11%
S=C(c1cccs1)N1CCCC1 | 4% | -12% | 4% | -3% | 3% | 27 | 7%
Cc1ccc(C(=O)N2CCN(CCNC(=O)C(=O)NC(C)C)CC2)cc1 | -6% | -9% | -2% | -1% | -5% | -9 | .
COc1ccccc1/C=C/[C@@H]1C[C@H]2CN(Cc3cccc(Cl)c3)C(=O)[C@]23CCCN13 | 0% | 130%[activator] | 5% | -7% | -4% | -2 | -10%[57.1 µM]
COc1cc(C(=O)N/N=C/c2sc(N3CCOCC3)nc2-c2ccccc2)cc(OC)c1OC | 0% | -22% | 4% | 20% | -1% | 2 | 0%
CCCCN(CC)CCCNC(=O)CC1Nc2ccccc2NC1=O (stereo not drawn) | -7% | -5% | -6% | -1% | -13% | . | 5%

Following part.
SMILES | Tb PYK inh | AmpC no deterg | LmPK inhibitor | AMA1-RON2 inh | AmpC detergent | HCMV inh | Sm TGR inh
CCc1nn2c(=O)cc(COc3ccc(NC(=O)c4ccco4)cc3)nc2s1 | 0% | -12% | -1% | 7% | 5% | ? | 24%
CC1CCC(NC(=O)c2cc(Cl)nc3ccccc23)CC1 (stereo not drawn) | 1% | -18% | . | -9% | 2% | 24 | 3%
O=C(Nc1ccccc1)N1CCCN(c2ccc(C(F)(F)F)cn2)CC1 | 1% | 2% | 1% | -4% | -2% | -66* | 5%
COc1ccc(-c2noc(C(C)n3nc(C)c([N+](=O)[O-])c3C)n2)cc1OC (stereo not drawn) | 2% | 55% | 0% | -1% | 3% | 3 | -25%
Cc1cc(OCC(=O)N2CCOCC2)c(C(C)C)cc1Cl | -10% | 97%[activator] | 3% | -3% | -8% | -26 | 0%
C/C(=N\Nc1nnc(C)c(=O)[nH]1)C(=O)O | -5% | -6% | 13% | -31% | -4% | 30 | 1%
CC(C)(C)Nc1c(-c2cccs2)nc2ccccn12 | 0% | -37% | 6% | -24% | -3% | ? | 50µM*
O=C1c2ccccc2CN1CCNS(=O)(=O)c1ccc2ccccc2c1 | -2% | -16% | 7% | 3% | 5% | 25 | -19%
Fc1ccc(COc2cccc(CNCc3ccncc3)c2)cc1 | -1% | 9% | -5% | 2% | 1% | -71* | .
Brc1ccc2nc(-c3ccccc3)c(Nc3ccc4c(c3)OCO4)n2c1 | 0% | . | . | . | 17% | 19 | -15%
OCC1OC(n2cnc3c(NCCc4ccccc4)ncnc32)C(O)C1O (stereo not drawn) | -13% | . | . | 0% | . | 33 | .
COc1ccc2c(C)cc(N3CCOCC3)nc2c1 | 5% | -5% | 4% | 6% | -5% | 17 | -28%
Cn1c(=O)cc(SCC(=O)N2CCN(C(=O)c3ccco3)CC2)c2ccccc21 | -6% | 41% | 3% | -12% | -6% | 127 | ?
O=C(CC1Sc2ncnn2C1=O)Nc1ccc(Br)cc1 (stereo not drawn) | -13% | -45% | -10% | 76%[activator] | -16% | -18 | 1µM*
CCOC(=O)C(CC)Sc1cc(C)nc2ccc(OC)cc12 (stereo not drawn) | 1% | 95%[activator] | 3% | -2% | -4% | 71 | 0%
Cc1ccc(NC(=O)Cn2cc(C(=O)c3ccccc3)c3ccccc32)cc1 | -5% | . | . | . | -1% | -91* | -3%
CC(=O)C(C(c1ccccc1)c1c[nH]c2ccccc12)[N+](=O)[O-] (stereo not drawn) | 0% | -25% | 2% | -3% | 4% | -17 | ?
O=C(Nc1cc(S(=O)(=O)N2CCCCCC2)ccc1OCC(F)(F)F)C1CCC1 | 1% | -22% | -4% | 18% | -1% | 3 | 0%
Cc1cc(F)ccc1-c1cc(C(=O)NCc2ccccc2)[nH]n1 | -4% | . | . | -1% | . | 33 | .
Cc1noc(/C=C/c2ccccc2F)c1S(=O)(=O)N1CCC(C(=O)Nc2ccc(C#N)cc2)CC1 | 2% | . | . | . | -2% | 12 | 2%
CC1=C(C#N)C(NC(=O)c2ccccc2Cl)(C(F)(F)F)C(=O)N1 (stereo not drawn) | 4%&-1% | -13% | -1% | 3% | 22%&-9% | -10&18 | 6%&1%
COc1cccc(/C=C/C(=O)OCC(=O)c2ccc[nH]2)c1 | 1% | . | . | 4% | . | -14 | .
C=CCc1ccc(OCCCCN2CC(C)CC(C)C2)c(OC)c1 (stereo not drawn) | 10% | 33% | -1% | ? | 5% | -28 | .
CC1(C)CC(=O)C(C2C3=C(CC(C)(C)CC3=O)Oc3ccccc32)=C(O)C1 (stereo not drawn) | -5% | -7% | 3% | 0% | -7% | -26 | 7.9µM*
COc1ccc(NC(=O)c2csc3c2CCCCC3)cc1 | -7% | . | . | . | -3% | 53 | 0%

Fetched one by one from above (2):
SMILES | Tb PYK inh | AmpC no deterg | LmPK inhibitor | AMA1-RON2 inh | AmpC detergent | HCMV inh | Sm TGR inh
O=C(Nc1ccccc1)N1CCCN(c2ccc(C(F)(F)F)cn2)CC1 | 1% | 2% | 1% | -4% | -2% | -66* | 5%
C/C(=N\Nc1nnc(C)c(=O)[nH]1)C(=O)O | -5% | -6% | 13% | -31% | -4% | 30 | 1%

The listing continues.
SMILES | Tb PYK inh | AmpC no deterg | LmPK inhibitor | AMA1-RON2 inh | AmpC detergent | HCMV inh | Sm TGR inh
CCN(c1ccccc1)S(=O)(=O)c1ccc(Cl)c(NC(=O)CSc2n[nH]c(N)n2)c1 | -4% | -25% | 5% | -5% | -7% | -67* | -2%
COc1ccc(-c2noc(CC(=O)Nc3ccc(F)cc3F)n2)cc1 | 3% | . | . | . | 19% | -32 | 2%
CCC1SC(N)=NC1=O (stereo not drawn) | 1% | -11% | -6% | 3% | ? | -38 | -2%
COc1ccc2nc(NC(=O)CCc3cc(OC)c(OC)c(OC)c3)sc2c1 | 3% | 38% | 5% | -8% | 0% | 76 | 2%
CCC1N=C(SC)NC(C)=C1C(=O)c1ccccc1 (stereo not drawn) | 10% | -18% | -2% | 4% | ? | -69* | 0%
Cc1ccc(OCC(=O)Nc2ccccc2F)cc1 | -9% | . | . | 36%[activator] | . | -1 | .
CC(Cc1ccccc1)NC(=O)c1ccc([N+](=O)[O-])cc1 (stereo not drawn) | -3% | -11% | -7% | 12%[2.32 µM] | ? | 86 | 0%
COc1cc(OC)c(C(=O)OCC(=O)NC2CCCC2)cc1OC | 0% | -11% | -4% | -11% | -5% | 3 | 1%
Fc1ccc(-c2nc3c4ccccc4ccn3c2CC2CCCCC2)cc1 | 2% | . | . | 6% | . | 101 | .
COc1ccc(CNC(=O)CN2C(=O)NC(C)(c3cccc4ccccc34)C2=O)cc1OC (stereo not drawn) | -1% | 46% | 1% | ? | -12% | 26 | 1%
Cc1cccc(CCNC(=O)CCc2c(C)nc3c(c(C)nn3-c3ccccc3)c2C)c1 | -2% | . | . | . | 22% | -31 | -3%
O=C(COC(=O)c1ccc(S(=O)(=O)N2CCCCC2)cc1)NC1CCCCC1 | -10% | . | . | -4% | . | -28 | .
COc1ccc(CNC(=O)Cn2cccc2C(=O)c2ccccc2C)cc1 | 2%&-2% | -3% | -2% | 2% | -8%&1% | 10&20 | -1%&-2%
Cc1cc(C)n(C(N)=NC(=O)c2ccccc2)n1 | -9% | . | . | 152%[activator] | . | 86 | .
Cc1[nH]n(-c2cccc(Cl)c2)c(=O)c1C=NCc1ccco1 | -5% | 0% | -7% | 6% | 3% | 1 | .
Cc1ccc(S(=O)(=O)N(C)C)cc1NC(=O)CN1C(=O)NC2(CCCCCCC2)C1=O | -2% | 17% | -2% | 0% | 1% | -18 | -10%

The order is random; about 7.4% have a hit in one of these screens.
